WRN helicase inh: qHTS for Inhibitors of WRN Helicase; 0.46% of 360,000 active; WRN helicase unwinding, fluorescent forked duplex, kinetic; Potency, µM (highest dose often 114 µM), inactives show at the highest dose activity change, negative = inhibition, hits mostly inhibitors; Bifunctional 3'-5' exonuclease/ATP-dependent helicase WRN (Homo sapiens), Q14191; note: potency is the fitted concentration of half-maximal effect; % is set by controls: 0 for no effect and ±100 for the full control effect; nearly all actives have a fitted effect of over 55% in size
Target sequence (Q14191 whole entry, looked up): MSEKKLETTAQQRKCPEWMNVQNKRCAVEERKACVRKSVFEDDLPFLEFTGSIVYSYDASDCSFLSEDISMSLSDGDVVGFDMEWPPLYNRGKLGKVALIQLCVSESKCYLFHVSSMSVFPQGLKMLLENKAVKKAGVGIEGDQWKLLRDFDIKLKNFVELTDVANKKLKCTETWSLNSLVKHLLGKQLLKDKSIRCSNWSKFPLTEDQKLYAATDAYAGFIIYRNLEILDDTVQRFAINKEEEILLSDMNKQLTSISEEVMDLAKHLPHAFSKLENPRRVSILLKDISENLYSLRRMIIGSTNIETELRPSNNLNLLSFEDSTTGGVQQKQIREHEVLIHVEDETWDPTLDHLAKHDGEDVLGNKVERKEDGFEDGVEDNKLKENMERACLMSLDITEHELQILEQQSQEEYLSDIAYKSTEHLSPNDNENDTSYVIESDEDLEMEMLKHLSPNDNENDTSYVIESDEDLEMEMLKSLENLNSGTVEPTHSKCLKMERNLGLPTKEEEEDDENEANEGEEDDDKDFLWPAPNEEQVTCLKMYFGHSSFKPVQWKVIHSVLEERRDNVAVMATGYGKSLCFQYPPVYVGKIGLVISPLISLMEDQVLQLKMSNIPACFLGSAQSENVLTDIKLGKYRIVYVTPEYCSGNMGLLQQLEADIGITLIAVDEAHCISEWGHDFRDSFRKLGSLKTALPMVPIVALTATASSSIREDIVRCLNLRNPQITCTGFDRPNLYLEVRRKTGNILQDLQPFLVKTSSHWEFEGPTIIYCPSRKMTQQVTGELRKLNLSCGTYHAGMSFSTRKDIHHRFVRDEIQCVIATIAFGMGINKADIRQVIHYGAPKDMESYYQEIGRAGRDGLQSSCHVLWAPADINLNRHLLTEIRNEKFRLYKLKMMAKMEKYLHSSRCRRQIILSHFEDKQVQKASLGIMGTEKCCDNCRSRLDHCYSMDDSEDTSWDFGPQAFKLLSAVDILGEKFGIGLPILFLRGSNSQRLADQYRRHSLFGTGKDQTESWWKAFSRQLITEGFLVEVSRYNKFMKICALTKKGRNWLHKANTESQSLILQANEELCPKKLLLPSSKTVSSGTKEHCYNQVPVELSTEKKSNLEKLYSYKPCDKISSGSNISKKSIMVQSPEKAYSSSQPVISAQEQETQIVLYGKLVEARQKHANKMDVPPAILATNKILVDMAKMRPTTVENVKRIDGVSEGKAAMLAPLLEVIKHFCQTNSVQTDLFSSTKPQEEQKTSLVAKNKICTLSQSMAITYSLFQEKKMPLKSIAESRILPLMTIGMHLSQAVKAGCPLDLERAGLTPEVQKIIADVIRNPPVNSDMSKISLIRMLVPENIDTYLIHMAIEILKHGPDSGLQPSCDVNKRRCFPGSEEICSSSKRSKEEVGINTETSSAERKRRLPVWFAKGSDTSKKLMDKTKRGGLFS
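Screening of the MLSMR collection measured strand separation of a quenched forked DNA duplex (100 nM) by 20 nM WRN with 2 mM ATP, all final. Compounds were preincubated with enzyme 15 min at room temperature.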
PLK1 PBD block: qHTS for Inhibitors of PLK1-PDB (polo-like kinase 1 - polo-box domain): Primary Screen. Potency, µM, for the others: max response, negative = inhibition, actives largely listed as inhibitors. Serine/threonine-protein kinase PLK1 (Homo sapiens), P53350. AID 720504, 2013. Plk1 PBD binding of FITC phosphopeptide, fluorescence polarization. 2.8% of 360,000 active; note: potency is the fitted concentration of half-maximal effect; series mostly up to about 57 µM; % is set by controls: 0 for no effect and ±100 for the full control effect; nearly all actives have a fitted effect of over 65% in size
EPAC1 agonist: qHTS for Agonist of cAMP-regulated guanine nucleotide exchange factor 3 (EPAC1): primary screen; AID 720707, 2013; EPAC1 agonist qHTS, biochemical assay; response scale: 100% = response to 6.5 mM cAMP; Rap guanine nucleotide exchange factor 3 (Homo sapiens), O95398; 0.073% of 360,000 active; Potency, µM (titrated, usually from 154 µM), without a hit: top-dose activation, actives largely listed as activators; note: potency is the fitted concentration of half-maximal effect; nearly all actives have a fitted effect of over 60% in size
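Fluorescent GDP-exchange assay: 100 nM EPAC1 with 250 nM Rap1B preloaded with BODIPY-GDP and 50 uM GDP; compounds tested as concentration series, 5 min at room temperature, then read every 5 min for 30 min (ex 480/em 540 nm); normalized to 6.5 mM cAMP.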
EPAC2 antagonist: qHTS for Antagonist of cAMP-regulated guanine nucleotide exchange factor 2 (EPAC2): primary screen; Rap guanine nucleotide exchange factor 4 (Homo sapiens), Q8WZA2; 0.18% of 360,000 active; Potency, µM (series often up to 114 µM), without a hit: at the highest dose activity, negative = inhibition, actives largely listed as inhibitors; EPAC2 GEF exchange of Rap1B-BODIPY-GDP, fluorescence; note: potency is the fitted concentration of half-maximal effect; % is set by controls: 0 for no effect and ±100 for the full control effect; nearly all actives have a fitted effect of over 45% in size; many of its hits are not listed in these tables
MmCpn inh: Inhibitors of TCP-1 ring complex (TRiC) of Methanococcus maripaludis (MmCpn): qHTS; purified Mm-Cpn ATPase, ADP Transcreener TR-FRET; Chaperonin Mm-Cpn (Methanococcus maripaludis); AID 504842, 2011; Potency, µM (series often up to 76.9 µM), for inactives: top-dose activity, negative = inhibition, actives largely listed as inhibitors; 0.031% of 330,000 active; note: potency is the fitted concentration of half-maximal effect; % is set by controls: 0 for no effect and ±100 for the full control effect; nearly all actives have a fitted effect of over 80% in size
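Purified archaeal chaperonin (25 nM final) was preincubated with compound for 10 min at 37°C, then ATP (10 uM final) was added for 30 min at 37°C in Tris pH 7.4/KCl/MgCl2/DTT buffer. ADP was quantified by HTRF Transcreener TR-FRET.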
EPAC1 antagonist: qHTS for Antagonist of cAMP-regulated guanine nucleotide exchange factor 3 (EPAC1): primary screen | AID 720709, 2013 | Potency, µM (titrated, usually from 115 µM), for the others: top-dose activity change, negative = inhibition, most hits filed as inhibitors | EPAC1 GEF assay, Rap1b-BODIPY-GDP exchange fluorescence | Rap guanine nucleotide exchange factor 3 (Homo sapiens), O95398 | 0.14% of 360,000 active;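 note: potency is the fitted concentration of half-maximal effect; plate controls were vehicle for no effect and positive control for full effect; nearly all actives have a fitted effect of over 50% in size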
CCT modulator: High-Throughput Screening for Modulators of Cytosolic Chaperonin Activity; purified chaperonin ATPase assay, HTRF ADP detection, 30 min; activity change, % (test concentration not listed), hits read low; 0.3% of 360,000 active; AID 651819, 2012; in the data active = activity change below about -30%; note: % is set by controls: 0 for no effect and ±100 for the full control effect
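Enzyme 40 or 20 nM (batch-dependent) in Tris pH 7.4/KCl/MgCl2/DTT; cpd 76 uM single point; ATP 10 uM; 30 min 37 °C; Transcreener ADP HTRF detection, 30 min RT; ratio 665/615.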
PI5P4K alpha inh: qHTS for Inhibitors of phosphatidylinositol 5-phosphate 4-kinase (PI5P4K). PI5P4Kalpha enzyme, ADP-Glo luminescence, 60 min; stronger effect = lower value. max response, %. 1.2% of 330,000 active. AID 652105, 2013; active = max response of -50% or lower; inconclusive = between -30% and -50%; inactive = -30% or higher; note: value at the top dose of about 77 µM; % is set by controls: 0 for no effect and ±100 for the full control effect
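Compounds were pin-transferred onto PI5P4Kalpha and substrate in HEPES pH 7.4 buffer with EGTA, CHAPS and 5% DMSO. ATP (5 microM final) started the reaction, which ran 60 minutes at room temperature before ADP-Glo detection.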
Active calls of the source: *. Unless noted, calls come from the whole dose curve; as a rule, active = well fitted curve in the direction sought with a large enough effect; inconclusive = small, poorly fitted or top-dose-only effect, or another doubt; inactive = no such curve, though single readings can be large; an effect the other way counts as inactive or inconclusive. An excerpt, so the mix of outcomes need not match the whole.

Start of the data: the first 2 records, to show the layout:
For COc1ccc(CC(=O)Nc2nnc(SCc3ccccc3)s2)cc1S(=O)(=O)N1CCOCC1 the results were WRN helicase inh -25%, PLK1 PBD block -5%, EPAC1 agonist 0%, EPAC2 antagonist -5%, MmCpn inh -2%, EPAC1 antagonist -6%, CCT modulator -2.7 and PI5P4K alpha inh -9.
COc1ccccc1NS(=O)(=O)c1ccc2oc(=O)ccc2c1 was read as WRN helicase inh -12%, PLK1 PBD block -2%, EPAC1 agonist -1%, EPAC2 antagonist 23%, MmCpn inh 2%, EPAC1 antagonist 5%, CCT modulator 1.5 and PI5P4K alpha inh 3.

Main list, previewed entries included:
For COc1ccc(CC(=O)Nc2nnc(SCc3ccccc3)s2)cc1S(=O)(=O)N1CCOCC1 the results were WRN helicase inh -25%, PLK1 PBD block -5%, EPAC1 agonist 0%, EPAC2 antagonist -5%, MmCpn inh -2%, EPAC1 antagonist -6%, CCT modulator -2.7 and PI5P4K alpha inh -9.
COc1ccccc1NS(=O)(=O)c1ccc2oc(=O)ccc2c1 was read as WRN helicase inh -12%, PLK1 PBD block -2%, EPAC1 agonist -1%, EPAC2 antagonist 23%, MmCpn inh 2%, EPAC1 antagonist 5%, CCT modulator 1.5 and PI5P4K alpha inh 3.
O=C1NC2(CCCCC2)C(=O)N1c1ccc(Cl)cc1 was read as WRN helicase inh 4%, PLK1 PBD block -4%, EPAC1 agonist 6%, EPAC2 antagonist -4%, MmCpn inh 1%, EPAC1 antagonist -2%, CCT modulator -2.4 and PI5P4K alpha inh 2.
Screening CCN(CC)S(=O)(=O)c1ccc2c3c(cccc13)C(=O)S2 returned WRN helicase inh -6%, PLK1 PBD block -12%, EPAC1 agonist 9%, EPAC2 antagonist -1%, MmCpn inh -2%, EPAC1 antagonist 2% and CCT modulator 0.3.
`NS(=O)(=O)c1ccc(Sc2ccc3c(c2)CCC3)nc1` gave WRN helicase inh -4%, PLK1 PBD block -5%, EPAC1 agonist 6%, EPAC2 antagonist -8%, MmCpn inh 2%, EPAC1 antagonist -20%, CCT modulator -1.9 and PI5P4K alpha inh -11.
For O=C(N/N=C/c1cccc(Cl)c1Cl)Nc1ccccc1 the results were WRN helicase inh -5%, PLK1 PBD block -5%, EPAC1 agonist 9%, EPAC2 antagonist -5%, MmCpn inh 0%, EPAC1 antagonist 1% and CCT modulator -2.9.
For COc1ccc(S(=O)(=O)N2CCOC2CNC(=O)C(=O)NCCCn2ccnc2)cc1OC (stereo not given) the results were WRN helicase inh 2%, PLK1 PBD block 1%, EPAC1 agonist -12%, EPAC2 antagonist 4%, MmCpn inh 2%, EPAC1 antagonist 8%, CCT modulator 1.4 and PI5P4K alpha inh 1.
Cc1ccc2cc(CN(CCN3CCOCC3)C(=O)NCc3ccccc3)c(=O)[nH]c2c1C was read as WRN helicase inh -4%, PLK1 PBD block -12%, EPAC1 agonist 13%, EPAC2 antagonist -3%, MmCpn inh -1%, EPAC1 antagonist 10%, CCT modulator -0.2 and PI5P4K alpha inh 1.
Screening COC(=O)c1ccc(C(=O)OC)c(NC(=O)CN(C)Cc2ccccc2)c1 returned WRN helicase inh -13%, PLK1 PBD block -7%, EPAC1 agonist 7%, EPAC2 antagonist -23%, MmCpn inh -3%, EPAC1 antagonist -13%, CCT modulator 0.0 and PI5P4K alpha inh 19.
Screening COc1ccc(-c2nc3c4ccccc4ccn3c2CC2CCCCC2)cc1OC returned WRN helicase inh -5%, PLK1 PBD block -5%, EPAC1 agonist 4%, EPAC2 antagonist -2%, EPAC1 antagonist -10%, CCT modulator 0.9 and PI5P4K alpha inh 5.
Screening CC(NC(=O)c1cnccn1)c1ccc(S(N)(=O)=O)cc1 (stereo not given) returned WRN helicase inh -4%, PLK1 PBD block 27µM*, EPAC1 agonist 9%, EPAC2 antagonist 0%, MmCpn inh 2%, EPAC1 antagonist 6%, CCT modulator -1.2 and PI5P4K alpha inh 0.
CCc1cc(=O)oc2cc(OCc3nn[nH]n3)ccc12 was read as WRN helicase inh -15%, PLK1 PBD block inconclusive, EPAC1 agonist 3%, EPAC2 antagonist 4%, MmCpn inh -1%, EPAC1 antagonist -4%, CCT modulator -2.5 and PI5P4K alpha inh -21.
CC(=O)Nc1ccc(S(=O)(=O)N2CCN(C(=O)C3COc4ccccc4O3)CC2)cc1 (stereo not given) was read as WRN helicase inh -1%, PLK1 PBD block -2%, EPAC1 agonist 7%, EPAC2 antagonist -1%, MmCpn inh 0%, EPAC1 antagonist -4%, CCT modulator -6.4 and PI5P4K alpha inh -5.
For CS(=O)(=O)c1ncc(Cl)c(C(=O)Nc2ccc3ccccc3c2)n1 the results were WRN helicase inh -34%, PLK1 PBD block 9.5µM*, EPAC1 agonist -8%, EPAC2 antagonist 6%, MmCpn inh -5%, EPAC1 antagonist -25%, CCT modulator -0.9 and PI5P4K alpha inh 5.
Screening Cc1ccc(C)c(OCc2cc(C(=O)N3CCNC(=O)C3)no2)c1 returned WRN helicase inh -2%, PLK1 PBD block 1%, EPAC1 agonist 7%, EPAC2 antagonist -12%, MmCpn inh 0%, EPAC1 antagonist -15%, CCT modulator -2.5 and PI5P4K alpha inh 1.
`O=C(NCCc1ccccc1F)[C@@H]1CSC2c3ccccc3C(=O)N21` (stereo not given in full) gave WRN helicase inh 4%, PLK1 PBD block -21%, EPAC1 agonist 8%, EPAC2 antagonist 6%, MmCpn inh 1%, EPAC1 antagonist 0%, CCT modulator 0.4 and PI5P4K alpha inh -2.
Screening COc1ccc(-c2c[nH]c(=O)[nH]c2=O)cc1OC returned WRN helicase inh 6%, PLK1 PBD block 3%, EPAC1 agonist -6%, EPAC2 antagonist 1%, MmCpn inh 0%, EPAC1 antagonist 23%, CCT modulator -3.6 and PI5P4K alpha inh 10.
Screening OC1(c2ccccc2F)CCN(Cc2nnnn2CCc2ccccc2)CC1 returned WRN helicase inh -7%, PLK1 PBD block 0%, EPAC1 agonist 8%, EPAC2 antagonist 2%, MmCpn inh 1%, EPAC1 antagonist 8% and CCT modulator 2.5.
Screening Cc1[nH]nc2c1C(=O)CCC2 returned WRN helicase inh 8%, PLK1 PBD block 7.5µM*, EPAC1 agonist -7%, EPAC2 antagonist 10%, MmCpn inh 0%, EPAC1 antagonist 14%, CCT modulator 1.4 and PI5P4K alpha inh inconclusive.
Screening C=CCn1c(O)c(N=NC(=O)C(O)c2ccccc2)c2ccccc21 (stereo not given) returned WRN helicase inh 8%, PLK1 PBD block -3%, EPAC1 agonist 1%, EPAC2 antagonist 10%, MmCpn inh 1%, EPAC1 antagonist -1%, CCT modulator 1.3 and PI5P4K alpha inh -1.
Screening CC(C)C(c1nnnn1Cc1ccc(F)cc1)N1CCN(C(=O)c2ccco2)CC1 (stereo not given) returned WRN helicase inh -12%, PLK1 PBD block -5%, EPAC1 agonist -6%, EPAC2 antagonist 17%, MmCpn inh 2%, EPAC1 antagonist 2%, CCT modulator 1.3 and PI5P4K alpha inh 4.
For CCOC(=O)c1ccc(Nc2c(OCC)c(=O)c2=O)cc1 the results were WRN helicase inh -25%, PLK1 PBD block -5%, EPAC1 agonist 2%, EPAC2 antagonist 2%, MmCpn inh 2%, EPAC1 antagonist -27%, CCT modulator 2.3 and PI5P4K alpha inh 4.
CC(C)(C)C(CCl)C(=O)NN=C(c1ccccc1)c1ccccc1 (stereo not given) was read as WRN helicase inh 6%, PLK1 PBD block -17%, EPAC1 agonist -14%, EPAC2 antagonist -9%, MmCpn inh 0%, EPAC1 antagonist -5%, CCT modulator -0.2 and PI5P4K alpha inh -1.
`Cc1ccc(NS(=O)(=O)c2ccc(NC(=O)C(C)Sc3ccc(Cl)cc3)cc2)c(C)c1` (stereo not given) gave WRN helicase inh -10%, PLK1 PBD block 30µM*, EPAC1 agonist 7%, EPAC2 antagonist -18%, MmCpn inh 1%, EPAC1 antagonist -7%, CCT modulator -3.1 and PI5P4K alpha inh 5.
Screening C/C(=N/NC(=O)c1cc(C2CC2)[nH]n1)c1cccs1 returned WRN helicase inh -11%, PLK1 PBD block -2%, EPAC1 agonist -1%, EPAC2 antagonist 14%, MmCpn inh 2%, EPAC1 antagonist 14%, CCT modulator 2.0 and PI5P4K alpha inh -16.
CC(NS(=O)(=O)c1ccc2c(c1)CC(=O)N2C)c1ccccc1 (stereo not given) was read as WRN helicase inh -29%, PLK1 PBD block -9%, EPAC1 agonist -12%, EPAC2 antagonist 12%, MmCpn inh -4%, EPAC1 antagonist -5%, CCT modulator -5.1 and PI5P4K alpha inh -17.
For Cc1ccc(SCCSc2nc(C)cc(=O)[nH]2)cc1 the results were WRN helicase inh -7%, PLK1 PBD block 5%, EPAC1 agonist 2%, EPAC2 antagonist -10%, MmCpn inh 0%, EPAC1 antagonist 15%, CCT modulator -3.0 and PI5P4K alpha inh 7.
For Cc1ccc(S(=O)(=O)CCC(=O)OC2CC(C)OC2=O)cc1 (stereo not given) the results were WRN helicase inh 3%, PLK1 PBD block -9%, EPAC1 agonist 2%, EPAC2 antagonist 2%, MmCpn inh 1%, EPAC1 antagonist -2%, CCT modulator -0.3 and PI5P4K alpha inh 0.
For CC(=O)Nc1c2c(nn1-c1cccc(Cl)c1)CS(=O)C2 (stereo not given) the results were WRN helicase inh 2%, PLK1 PBD block 5%, EPAC1 agonist -4%, EPAC2 antagonist -4%, MmCpn inh 3%, EPAC1 antagonist 3%, CCT modulator -2.6 and PI5P4K alpha inh 1.
Screening CC(NC(=O)/C(C#N)=C1\N=C(NC(=O)c2cccs2)c2ccccc21)c1ccccc1 (stereo not given) returned WRN helicase inh -4%, PLK1 PBD block 5%, EPAC1 agonist -1%, EPAC2 antagonist 10%, MmCpn inh 1%, EPAC1 antagonist 22%, CCT modulator 0.1 and PI5P4K alpha inh 5.
`CSc1n[nH]c(=S)n1N` gave WRN helicase inh -10%, PLK1 PBD block -28%, EPAC1 agonist 1%, EPAC2 antagonist 5%, MmCpn inh 1%, EPAC1 antagonist 4%, CCT modulator -1.3 and PI5P4K alpha inh inconclusive.
